RGS4 block: RGS4 inhibitors, primary screen, cell-based, HEK293 M3R inducible RGS4, calcium flux. B-score at 10 µM. hit rate 0.45% among 310,000. Fluo-4 calcium flux; stronger effect = higher value; triggered by carbachol at its EC20. Regulator of G-protein signaling 4 (Homo sapiens), P49798;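 active = B-score, a plate-corrected calcium signal, over three deviations above library mean, with baseline fluorescence within five deviations of library mean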;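 note: RGS4 expression induced by doxycycline in cells with stable M3 receptor; B-score is computed from the integrated fluorescence ratio over baseline after carbachol; higher B-score means a larger calcium signal and so more RGS4 inhibition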
Target sequence (P49798 whole entry, looked up): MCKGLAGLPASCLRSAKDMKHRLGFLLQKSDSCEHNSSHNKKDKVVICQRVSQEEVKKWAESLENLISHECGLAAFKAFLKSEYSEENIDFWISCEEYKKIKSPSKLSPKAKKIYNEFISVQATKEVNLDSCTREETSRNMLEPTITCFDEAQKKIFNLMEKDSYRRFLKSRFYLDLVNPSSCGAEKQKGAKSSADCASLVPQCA
MrgX1 ag: agonists of human MrgX1 receptor, primary screen, HEK293 cells, Fluo-4 calcium flux | Mas-related G-protein coupled receptor member X1 (Homo sapiens), Q96LB2 | Fluo-4 calcium fluorescence, agonist mode; stronger effect = higher value | B-score at 10 µM | hit rate 0.44% among 310,000 | AID 588627, 2011;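 active = calcium response B-score plate-corrected fluorescence ratio at least 3 library SD, with starting fluorescence B-score inside 5 SD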
Target sequence (Q96LB2 whole entry, looked up): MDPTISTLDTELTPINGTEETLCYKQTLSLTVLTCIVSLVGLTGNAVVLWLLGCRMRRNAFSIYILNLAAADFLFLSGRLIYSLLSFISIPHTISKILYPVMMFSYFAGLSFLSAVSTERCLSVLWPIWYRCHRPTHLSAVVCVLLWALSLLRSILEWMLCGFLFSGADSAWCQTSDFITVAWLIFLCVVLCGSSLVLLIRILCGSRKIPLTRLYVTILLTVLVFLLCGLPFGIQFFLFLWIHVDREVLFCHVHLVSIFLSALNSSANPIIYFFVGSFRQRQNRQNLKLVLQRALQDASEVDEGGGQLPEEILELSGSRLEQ
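Material: MrgX1-expressing HEK293 cells; input: 15,000 cells per well; doses: test compound given as first of three sequential additions; schedule: overnight plating before 1 h dye loading; technique: Fluo-4 NW calcium-flux fluorescence, kinetic read; evaluation: baseline-normalised fluorescence change ratio, B-scored; control set: plate-wise positive and negative controls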
TMEM16A inh: TMEM16A chloride channel inhibitors, primary screen, cell-based, HTS. Anoctamin-1 (Mus musculus), Q8BHY3. hit rate 1.2% among 310,000. normalized B-score (activity score, 25-100; higher = stronger inhibition) at 10 µM. HEK293 TMEM16A/YFP iodide influx fluorescence, ionomycin;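 active = ratio plate-corrected score three or more library SD toward inhibition, starting fluorescence score within five deviations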;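 note: score derived from kinetic fluorescence span divided by baseline fluorescence per well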
MrgX1 PAM: positive allosteric modulators of MrgX1, primary screen, HEK293 cells, Fluo-4 calcium flux; FDSS; stronger effect = higher value; hit rate 0.63% among 310,000; Mas-related G-protein coupled receptor member X1 (Homo sapiens), Q96LB2; B-score at 10 µM;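 active = plate-corrected calcium response at least 3 library SD above typical, normal starting fluorescence, not activating the receptor alone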;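 note: compound read alongside a low EC10 to EC30 dose of BAM8-22 agonist; peak minus trough fluorescence over baseline measured at the second addition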
TRPC6 act: mouse TRPC6 channel activators, primary screen, cell-based, HEK293, membrane potential dye; Short transient receptor potential channel 6 (Mus musculus), Q61143; HEK293-TRPC6 membrane potential dye fluorescence; stronger effect = higher value; B-score at 10 µM; hit rate 0.13% among 310,000; AID 2550, 2010;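 active = B-score of the integrated fluorescence ratio above library mean plus 3 SD, and starting fluorescence ratio within library mean plus 5 SD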;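 note: higher score means more depolarization so channel activation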
ANO1 activ: TMEM16A chloride channel activators or potentiators, primary screen, cell-based, HTS; hit rate 0.3% among 340,000; HEK293 TMEM16A/YFP-H148Q/I152L, iodide quench fluorescence; stronger effect = lower value; Anoctamin-1 (Mus musculus), Q8BHY3; B-score at 10 µM;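 active = fluorescence-ratio B-score plate-corrected deviation score at least 3 library SD below zero, with starting fluorescence score within 5 deviations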;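 note: channel opened by trigger with iodide after compound preincubation; score built on the fluorescence ratio of max minus min over baseline; more negative score means more quench and so TMEM16A activation or potentiation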
TRPC6 inh: mouse TRPC6 channel inhibitors, primary screen, cell-based, HEK293, membrane potential dye; Short transient receptor potential channel 6 (Mus musculus), Q61143; ACh-evoked depolarization; stronger effect = lower value; B-score at 10 µM; hit rate 1.1% among 310,000;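 active = B-score under library mean minus 3 SD, initial fluorescence not abnormally high, positive integrated signal ratio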;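 note: B-score derived from integrated fluorescence ratio over the kinetic read; more negative B-score means stronger inhibition of depolarization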
RGS4 pot: RGS4 potentiators or activators, primary screen, cell-based, HEK293 M3R inducible RGS4, calcium flux. AID 463111, 2010. carbachol calcium flux Fluo4; stronger effect = lower value. hit rate 0.92% among 310,000. B-score at 10 µM;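 active = B-score of the integrated calcium signal more than 4 SD below the library mean, with starting fluorescence not abnormally high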;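 note: negative B-score means reduced calcium response which marks RGS4 activation or potentiation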
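test system = HEK293 cells with stable M3R and inducible RGS4 | schedule = recording 10 s baseline at 1 Hz, 100 s post-agonist | technique = Fluo4-AM (2 µM) calcium-flux fluorescence, kinetic read | measure = Agonist-evoked peak-minus-minimum fluorescence over baseline, integrated ratio, B score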
HDAC3 inh: HDAC3 deacetylase inhibitors, primary screen, biochemical, fluorescence, cell-free homogeneous | hit rate 0.15% among 320,000 | inhibition, % at 8.3 µM | recombinant HDAC3, fluorogenic peptide/trypsin coupled | Histone deacetylase 3 (Homo sapiens), O15379 | AID 2718, 2010; in the data active = inhibition above about 26%, passing the limit was not always enough
Target sequence (O15379 whole entry, looked up): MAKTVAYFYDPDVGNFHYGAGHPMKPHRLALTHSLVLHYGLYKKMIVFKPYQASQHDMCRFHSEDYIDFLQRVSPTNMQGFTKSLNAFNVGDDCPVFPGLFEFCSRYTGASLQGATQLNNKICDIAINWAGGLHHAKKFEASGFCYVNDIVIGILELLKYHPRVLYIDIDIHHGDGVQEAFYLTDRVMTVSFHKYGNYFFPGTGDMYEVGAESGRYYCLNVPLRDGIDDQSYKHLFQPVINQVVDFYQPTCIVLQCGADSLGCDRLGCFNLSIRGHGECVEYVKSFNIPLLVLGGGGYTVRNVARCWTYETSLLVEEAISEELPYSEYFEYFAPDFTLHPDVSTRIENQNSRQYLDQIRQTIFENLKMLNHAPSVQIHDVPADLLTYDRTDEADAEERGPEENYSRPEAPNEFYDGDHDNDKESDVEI
SKKanGAS inh: S. pyogenes SKKanGAS growth inhibitors in kanamycin, primary screen, streptokinase expression inhibitor project, SKKanGAS strain, BacTiter-Glo luminescence; inhibition, % at 7.5 µM; AID 1662, 2009; 6 h; hit rate 1.3% among 300,000;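 active = mean replicate score, as percent of positive control median, at least 50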;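 note: strain carries kanamycin resistance gene driven by streptokinase promoter and grows in 40 µg/ml kanamycin; loss of luminescence reflects streptokinase promoter inhibition or plain growth inhibition; 0% = median of DMSO wells and 100% = positive control at its reference dose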
MrgX1 antagonist: antagonists of human MrgX1 receptor, primary screen, HEK293 cells, Fluo-4 calcium flux. hit rate 1.3% among 310,000. Mas-related G-protein coupled receptor member X1 (Homo sapiens), Q96LB2. AID 588676, 2011. BAM8-22 antagonism; stronger effect = lower value. B-score at 10 µM;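 active = calcium-response B-score plate-corrected more than 3 library SD below zero, starting fluorescence within 5 deviations, no agonist response on first addition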;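 note: peak minus trough fluorescence over baseline after final BAM8-22 challenge near maximal dose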
* hit, by the source's call; i = inactive; x = no result given.

Each structure is followed by: RGS4 block, SKKanGAS inh, TRPC6 act, MrgX1 ag, TRPC6 inh, MrgX1 PAM, HDAC3 inh, TMEM16A inh, MrgX1 antagonist, RGS4 pot, ANO1 activ
COCc1nc2c([nH]1)c(=O)n(C)c(=O)n2CC(C)C
  x, x, x, i, x, i, 7, i, i, x, i
CCCOC(=O)c1ccc(Oc2c(-c3ccc(O)cc3O)n[nH]c2C)cc1
  i, 55*, i, i, i, i, 4, 25*, i, i, i
CC1(C)NC(=O)N(c2ccc([N+](=O)[O-])c(C(F)(F)F)c2)C1=O
  x, x, x, i, x, i, -5, i, i, x, i
CC(/C=C1\SC(=S)N(NC(=O)c2ccncc2)C1=O)=C\c1ccccc1
  i, 36, i, i, i, i, 0, i, i, i, i
CC(=O)c1ccc(-n2c(CCC(=O)O)ccc2-c2cccs2)cc1
  i, 5, i, i, i, i, 9, i, i, i, i
Cc1ccc(CN(C)C(=O)c2ccc3c(c2)NC(=O)CS3)o1
  i, -8, i, i, i, i, 0, i, i, i, i
Cc1ccc(OCC(O)CNC2CCCC2)cc1C (stereo unspecified)
  i, 2, i, i, i, i, -2, i, i, i, i
CC(C)NC[C@H](O)c1ccc(O)c(O)c1
  x, x, x, 32*, x, i, -3, i, i, x, i
CCCCCCn1c(SCCC)nc2c1c(=O)[nH]c(=O)n2C
  i, 27, i, i, i, i, -1, i, i, i, i
Cn1c(Cn2c3ccccc3c3ccccc32)n[nH]c1=S
  i, 7, i, i, i, i, -8, i, i, i, i
O=C(CSc1nc2ccccc2c(=O)[nH]1)Nc1nc(-c2ccc(Br)cc2)cs1
  i, 5, i, i, i, i, x, i, i, i, i
O=C(NCCN1CCN(C(=O)c2ccc(F)cc2)CC1)c1ccc(F)cc1
  i, -6, i, i, i, i, -9, i, i, i, i
O=C(CSc1nnc(COc2ccccc2)n1Cc1ccco1)NCc1ccco1
  i, 3, i, i, i, i, 3, i, i, i, x
O=C(COc1ncnc2ccccc12)N1CCN(S(=O)(=O)c2ccccc2)CC1
  i, 1, i, i, i, i, 3, i, i, i, i
CC(C)(C)c1ccc(/C=C2\Oc3c(ccc(O)c3CN3CCN(CCO)CC3)C2=O)cc1
  i, -3, i, i, i, i, x, i, i, i, i
O=C(O)c1c2c(nc3ccccc13)/C(=C/c1ccc(OC(F)F)cc1)CCC2
  i, -4, i, i, i, i, 2, i, i, i, i
O=C(Cc1cccc2ccccc12)NCCOc1ccccc1F
  i, 17, i, i, i, i, 0, i, i, i, i
Cc1nnc(SCC(=O)Nc2ccc(Br)cn2)[nH]c1=O
  i, 2, i, i, i, i, 12, i, i, i, i
CC(C)CN(C(=O)CN(C)C(=O)Cc1ccc(Cl)cc1)c1c(N)n(CC(C)C)c(=O)[nH]c1=O
  i, 2, i, i, i, i, 0, i, i, i, i
Cc1ccc(S(=O)(=O)NC(=NC(C)C(=O)O)c2ccccc2)cc1 (stereo unspecified)
  i, 2, i, i, i, i, -7, i, i, i, i
CNC(=O)NC(=O)C(c1ccccc1)N(C)CC1COc2ccccc2O1 (stereo unspecified)
  i, 9, i, i, i, i, -4, i, i, i, i
O=C(COC(=O)CC1CC2CCC1C2)Nc1ccc(F)cc1 (stereo unspecified)
  i, -2, i, i, i, i, -1, i, i, i, i
CC(C)Nc1ncnc2ccc(Br)cc12
  i, 3, i, i, i, i, -1, i, i, i, i
Cc1nc2ccc(C(=O)N3CCCC(CO)(Cc4ccc(F)cc4F)C3)cc2nc1C (stereo unspecified)
  i, -14, i, i, i, i, 3, i, i, i, i
O=C(Cc1cccs1)N1CCN(S(=O)(=O)c2cccc([N+](=O)[O-])c2)CC1
  i, 0, i, i, i, i, -7, i, i, i, i
COc1ccc(N(CC(=O)NC2CCCCC2C)S(=O)(=O)c2c(C)nn(C)c2C)cc1 (stereo unspecified)
  i, -5, i, i, i, i, 1, i, i, i, i
CSCCCNC(=S)N1CCN(S(=O)(=O)c2cccc(C(F)(F)F)c2)CC1
  i, -7, i, i, i, i, 1, i, i, i, i
O=C(CCn1ccc2cc(S(=O)(=O)N3CCCC3)ccc21)NCc1cccc(F)c1
  i, -5, i, i, i, i, -6, i, i, i, i
CCCCCC1=CCC/C1=N\NC(=O)c1ccc2c(c1)OCO2
  i, 2, i, i, i, i, -5, i, i, i, i
CN(C)S(=O)(=O)c1ccc(NC(=O)c2ccc3ncsc3c2)cc1
  i, 2, i, i, i, i, -4, i, i, i, x
CCc1ccccc1NC(=O)CN(c1ccc(OC)cc1OC)S(=O)(=O)c1ccccc1[N+](=O)[O-]
  i, 0, i, i, i, i, 1, i, i, i, i
Cn1c(Cn2nnc3ccccc32)nnc1SCC(N)=O
  i, 2, i, i, i, i, 7, i, i, i, i
COC(=O)c1cnn(-c2ccc(F)cc2F)c1/C=N/NC(=S)NC(C)(C)C
  i, 2, i, i, i, i, -3, i, i, i, i
O=C(COC(=O)CSc1ccccc1)NNC(=O)c1ccc([N+](=O)[O-])cc1
  i, -3, i, i, i, i, 4, i, i, i, i
CC(C)c1cc(C(=O)N/N=C/C=C/c2ccccc2)n[nH]1
  i, 0, i, i, i, i, 12, i, i, i, i
CC(C)n1c(SCc2ccccc2F)nc2c1c(=O)n(C)c(=O)n2C
  i, 15, i, i, i, i, 3, i, i, i, i
Cc1sc2ncnc(N(C)C3CCCCC3)c2c1C
  i, 17, i, 38*, i, i, 2, i, i, i, i
COc1ccc(NC(=O)Cc2c(F)cccc2Cl)c(OC)c1
  i, 1, i, i, i, i, -2, i, i, i, i
O=C(/C=C/c1cccc([N+](=O)[O-])c1)N1CCN(C(=O)c2ccco2)CC1
  i, 5, i, i, i, i, -7, i, i, i, i
Cc1nc2ccccn2c1C(=O)CSc1ccccc1Cl
  i, 12, i, i, i, i, 3, i, i, i, i
Cc1ccc(N2C(=O)CS(=O)C(c3ccccc3)C2=O)cc1C (stereo unspecified)
  i, -4, i, i, i, i, 20, i, i, i, i
Cc1ccc(S(=O)(=O)CCSc2n[nH]c(=O)n2-c2ccc3c(c2)OCCO3)cc1
  i, -1, i, i, i, i, 1, i, i, i, i
O=C(Cn1nnc(-c2ccccc2)n1)Nc1cccc(S(=O)(=O)N2CCOCC2)c1
  i, -3, i, i, i, i, -4, i, -4.8*, i, i
CC(C)CCNC(=O)c1sc2ccc(S(=O)(=O)N3CCCCC3)cc2c1N
  i, -1, i, i, i, i, -6, i, i, i, i
COC(=O)C1CN(C(=O)C(C)Oc2ccc(C)c(C)c2)c2ccccc2O1 (stereo unspecified)
  i, 9, i, i, i, i, -4, i, i, i, i
CCCCSCCCNC(=O)Nc1ccc(CC)cc1
  i, -8, i, i, i, i, 1, i, i, i, i
CC(=O)Nc1nc2c(c3c1c(=O)oc1ccccc13)CCCCC2
  i, -1, i, i, i, i, 4, i, i, i, x
CCC(=O)N1CCN(c2nc3ccc(Br)cc3s2)CC1
  i, 2, i, i, i, i, 0, i, i, i, i
CC(C)NC(=O)CSc1ccccc1C(=O)NCc1ccc2c(c1)OCO2
  i, -1, i, i, i, i, -1, i, i, i, i
FC(F)Oc1ccc(-c2csc(=Nc3cccnc3)n2CC2CCCO2)cc1 (stereo unspecified)
  i, -12, i, i, i, i, -3, i, i, i, i
Clc1cccc(CN2CCc3c([nH]c4ccccc34)C2)c1Cl
  i, 20, i, i, i, i, 3, i, i, i, i
CC(C(=O)NC1CCCCC1)N(Cc1ccc(F)cc1)C(=O)c1snc(C(N)=O)c1N (stereo unspecified)
  i, 7, i, i, i, i, -3, i, i, i, i
CCCCCCn1cc(C(=O)O)c(=O)c2cc(F)c(N3CCN(C(=O)OCC)CC3)cc21
  i, 3, i, i, i, i, 3, i, i, i, i
COC(=O)Cn1ccc2cc(S(=O)(=O)N3CCCCCC3)ccc21
  i, 5, i, i, i, i, -6, i, i, i, i
CC(C)CC(N=Cc1c(O)c2ccccc2oc1=O)C(=O)O (stereo unspecified)
  i, 7, i, i, i, i, 2, i, i, i, i
CC(C)(C)S(=O)(=O)c1ccc2nc3c(n2c1)CCCC3
  x, x, x, i, x, i, -16, i, i, x, i
CCS(=O)(=O)CCn1c([N+](=O)[O-])cnc1C
  i, 12, i, i, i, i, 15, i, i, i, i
Cc1c(C)c2ccc(OCC(=O)N[C@@H](Cc3ccccc3)C(=O)O)cc2oc1=O
  i, 6, i, i, i, i, -49, i, i, i, i
COC(=O)c1ccc(CSc2nnnn2Cc2ccccc2)cc1
  i, -1, i, i, i, i, -5, i, i, i, i
O=C(Nc1cc(-c2nc3ncccc3o2)ccc1Cl)c1ccco1
  i, -7, i, i, i, i, x, i, i, i, i
Cc1cccc(C)c1NC(=O)CSc1nnnn1C
  i, -2, i, i, i, i, -7, i, i, i, i
Cc1c(NC(=O)C(C)Sc2nc3ccccc3c(=O)n2CCO)c(=O)n(-c2ccccc2)n1C (stereo unspecified)
  i, -1, i, i, i, i, -2, i, i, i, i
CCCCCN(C(=O)CCC(=O)OC(C)C(=O)NCc1ccccc1)c1c(N)n(CCCC)c(=O)[nH]c1=O (stereo unspecified)
  i, 8, i, i, i, i, x, i, i, i, i
